Pf gametocyte = kills late stage P. falciparum gametocytes | P. falciparum stage V gametocytes, ATP luminescence, 24 h | actives 0.065% (n = 150,000) | AID 743093 | inhibition, % at 10.9 µM;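 active = inhibition above the mean plus 3 SD of compounds within the control limits, set per campaign, cut at about 38% in these data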;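 also: 0% = DMSO wells and 100% = medium only without gametocytes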
* hit, by the source's call. Not all compounds are listed. The share of hits here may be higher or lower than overall.

item	molecule	Pf gametocyte
1	COc1cccc(N2CCN(c3nc(-c4ccccc4C)cc(=O)[nH]3)CC2)c1	2
2	CCOC(=O)CNC(=O)C1c2ccccc2Oc2ccccc21	8
3	Cc1cc(C)c(OCCOCCN2CCN(C)CC2)c(Cl)c1	-24
4	O=C(Cc1cccc(NC(=O)C2CCN(C(=O)C3CCC3)CC2)c1)Nc1cccc(C(=O)N2CCCC2)c1	8
5	O=S(=O)(O)c1cccc2cccc(Nc3ccccc3)c12	-2
6	O=C(CNC(=O)c1ccccc1)c1ccccc1	10
7	CC(C)(C)n1nc(Cc2cccc3ccccc23)c2c(N)ncnc21	-10
8	O=c1cc(-c2ccccc2)n(S(=O)(=O)c2ccc3ccccc3c2)o1	8
9	COc1ccc(C2=CN3CCCCC3CC2=O)cc1OC (stereo not drawn)	12
10	COc1cccc(/C=N/NC(=O)c2cccc3ccccc23)c1OC	-1
11	O=C(COc1ccccc1Cc1ccccc1)NCCCN1CCOCC1	-8
12	CC(C)c1ccc(NC(=O)c2ccccc2NC(=O)C2CCCCC2C(=O)O)cc1 (stereo not drawn)	-20
13	COc1ccc(OC)c(C(C)NC(=O)C(C)Cc2ccccc2)c1 (stereo not drawn)	4
14	CCOc1cc(/C=C2\N=C(C)OC2=O)cc(Cl)c1OCC(=O)OC	-3
15	O=C(O)c1ccc(NC(=O)c2ccccc2Br)c(NC(=O)c2ccccc2Br)c1	12
16	COc1cc(OC)cc(C(=O)N2CCC(C(=O)NCCc3ccccc3)CC2)c1	-13
17	COc1ccc(OC)c(NC(=O)CCN2CCN(C/C=C/c3ccccc3)CC2)c1	6
18	C[C@H](CO)N1C[C@H](C)[C@@H](CN(C)S(=O)(=O)c2ccccc2)Oc2ccc(NC(=O)CCN3CCOCC3)cc2C1=O	-12
19	COCCn1nnnc1C(c1ccc(OC)c(OC)c1)N1CCN(c2nc3ccccc3s2)CC1 (stereo not drawn)	-3
20	O=[N+]([O-])c1ccccc1/C=N/n1c(-c2ccccc2)n[nH]c1=S	2
21	Cc1nc(-c2ccc(Cl)cc2)sc1C1(C)CC(c2ccc(F)cc2)=NO1 (stereo not drawn)	9
22	CCCCN1CC[C@H]2C=CC[C@@H](C(=O)N3CCOCC3)[C@H]2C1=O	-14
23	CCNc1nc2c(c(=O)n(C)c(=O)n2C)n1CCCc1ccccc1	-8
24	COc1ccc(-n2c(C)cc(=O)[nH]c2=O)cc1	-2
25	COc1ccc2oc(=N)c(C(=O)Nc3ccccc3Cl)cc2c1	-2
26	COc1ccc(OC)c(N/C(C)=C/C(=O)c2ccncc2)c1	-2
27	O=C(Nc1ccc(S(=O)(=O)N2CCOCC2)cc1)c1ccc(F)cc1	16
28	CC(C)C[C@H]1CNC(=O)C(=O)N1C[C@H](C)NC(=O)Cc1ccccc1	-1
29	O=C(NCc1ccccc1Cl)C1CCCN1C(=O)Nc1ccccc1 (stereo not drawn)	-10
30	CCCOc1ccc(/C=N/n2nnnc2N)cc1OC	15
31	Cc1cccc(NC(=O)c2cccc(C(=O)Nc3cccc(C)n3)c2)n1	0
32	O=C1Nc2ccccc2C(=O)N2[C@H](c3cccc(Br)c3)[C@@H]3C(=O)N(Cc4ccccc4)C(=O)[C@@H]3[C@H]12	-12
33	COc1cc(C(=S)N2CCOCC2)ccc1OC(=O)c1cccc(C)c1	7
34	C=CCNC(=O)c1cc2sccc2n1C	-16
35	COc1cc(-c2noc(C)c2C(=O)NCCc2ccccc2)cc(OC)c1OC	0
36	Cc1ccc[n+](CC(=O)Nc2ccc(C)c(C)c2)c1	-18
37	CCN1C(=O)CSC1=Nc1cccc(C(=O)O)c1	-17
38	COc1cc(-c2noc(C)c2C#Cc2ccccn2)cc(OC)c1OC	13
39	CC(C)(C)[C@H]1COC(=O)CCC/C=C/C[C@H](CC(=O)N(CCO)Cc2ccccc2)C(=O)N1	-7
40	CCN(CC)C(=O)Cn1c(C)c(/C=C/c2cc[n+](C)cc2)c2ccccc21	19
41	CC(C)(CC(=O)O)CC(=O)O	6
42	COc1ccc(C(C)=O)cc1COc1cccc2cccnc12	-10
43	COc1ccc(-c2noc3c2-c2nc(-c4ccccc4)sc2CC3)cc1	15
44	O=C1CCN(Cc2ccccc2)C=C1c1ccc(Cl)cc1	-9
45	CCN(CC)C(=O)COc1c(-c2ccco2)oc2ccccc2c1=O	-2
46	O=Cc1ccc(OCCCOc2cccc3cccnc23)cc1	14
47	CCC1(CC)C(=O)C2=C3C1[C@H](C(=O)OC)CC(C(=O)OC)C[C@H]3n1c(=O)n(C)c(=O)n1[C@H]2C (stereo partly drawn)	8
48	COc1ccccc1/C=C/CN1CCCCC1	12
49	CN1CCCN(C(=O)c2cccc(Br)c2)CC1	-3
50	COCCN(CC1CCCN(C2Cc3ccccc3C2)C1)C(=O)CCC(C)=O (stereo not drawn)	5
51	O=C(NCCOc1ccccc1Cl)c1cccc2c1C(=O)c1ccc(Cl)cc1S2(=O)=O	20
52	CN(CCCC(=O)O)c1ccc(N=Nc2ccc([N+](=O)[O-])cc2)cc1	-33
53	CC(C)Oc1ccccc1/C=N/NC(=O)c1ccccc1Cl	-6
54	O=C(Nc1cccc2c1CCCC2)c1ccccc1F	-6
55	CCOc1ccccc1OC(=O)CN1C(=O)c2ccccc2C1=O	-7
56	Cc1ccc(C#N)c(SCc2cccc(Br)c2)n1	-13
57	C[n+]1ccccc1/C=C/c1ccccc1Cl	9
58	C[C@H](CO)N1C[C@H](C)[C@@H](CN(C)C(=O)Nc2ccc(C(F)(F)F)cc2)Oc2c(NC(=O)Cc3ccccc3)cccc2C1=O	-15
59	O=S(=O)(c1ccc(Br)s1)N1CCN(c2ccccc2)CC1	26
60	O=C(NC12CC3CC(CC(C3)C1)C2)c1cccc([N+](=O)[O-])c1	19

Continuation.
item	molecule	Pf gametocyte
61	O=S1c2ccccc2Nc2ccccc21	-34
62	Cc1ccc2nc(-c3ccccc3C)oc(=O)c2c1	-3
63	CCC(CO)Oc1cc(NCc2ccccc2C)c2ncn(C(C)C)c2c1 (stereo not drawn)	-16
64	COc1ccc([C@H]2CC(=O)C=C(C#CC(C)(C)C)C2)cc1	18
65	COc1ccc(-c2ccc3c(c2)S(=O)(=O)c2cccc(C(=O)N4CCN(c5ccc(Cl)cn5)CC4)c2C3=O)cc1OC	-15
66	O=C(NN1CCCCCC1)c1ccccc1F	-18
67	O=S(=O)(c1cc(F)ccc1F)N1CCN(c2ccccn2)CC1	16
68	Cc1cc(C)c(S(=O)(=O)Nc2ccc(C(=O)O)cc2)cc1S(=O)(=O)Nc1ccc(C(=O)O)cc1	1
69	Clc1ccc(Cn2nnc3ccccc32)cc1	-8
70	O=C1C=C(c2ccc(C(=O)O)cc2)C[C@@H](c2ccc(Cl)cc2)C1	-25
71	COc1ccc(N(CC(=O)Nc2cccc(C)c2)S(=O)(=O)c2ccc(C)cc2)cc1OC	7
72	O=S1(=O)CCOC[C@H](CC2CCCCC2)N1Cc1cccc(F)c1	-4
73	C/C=C1\COC(C(=O)NCc2ccccc2)(C(F)(F)F)C=C1C=C1CCCCC1 (stereo not drawn)	-24
74	CC(=O)c1cccc(NC(=O)c2ccccc2N(Cc2ccccc2)S(C)(=O)=O)c1	3
75	Cc1cc(C)c(C)c(S(=O)(=O)NCCCn2ccnc2)c1C	13
76	CCN(CC)CCCNC(=O)c1csc(Nc2cccc3ccccc23)n1	10
77	COC(=O)c1sc(NC(=O)CSc2nc3nc(C)cc(C)n3n2)c(C(=O)OC)c1C	-24
78	CN1C(=O)C(=O)/C(=C(/O)c2ccccc2)C1c1ccc(Br)cc1 (stereo not drawn)	-6
79	NS(=O)(=O)Oc1ccccc1	5
80	CN(C)c1cc(-c2cccc(C(F)(F)F)c2)oc(=O)c1Cl	2
81	CCC(C)Sc1ccc([C@H]2N[C@@](Cc3ccccc3)(C(=O)OC)[C@H]3C(=O)N(CC)C(=O)[C@@H]23)cc1 (stereo partly drawn)	-60
82	Cc1cc(Cn2nc(-c3ccccc3)cc2C(=O)NCC2CC2)on1	-23
83	COc1ccc(C(=O)Nc2ccc(Nc3ccccc3)cc2)cc1Br	-5
84	COc1ccc(SC[C@H](Cc2ccccc2)N2CC[C@@H](C(C)(C)C)CCC2=O)cc1	7
85	O=S1(=O)CCOC[C@H](Cc2ccccc2)N1Cc1cccc(C(F)(F)F)c1	-18
86	CCN1C(=O)[C@H]2[C@@H](c3ccc(-c4ccccc4)cc3)N[C@@](C)(C(=O)OC)[C@H]2C1=O	6
87	CCC(C)(C)NC(=O)c1ccc2c(c1)N(CC(=O)N1CCCC1)C(=O)C(C)(C)O2	13
88	COc1cccc(-c2csc3ncnc(Sc4nnnn4C)c23)c1	-22
89	O=C(NCCCCc1ccccc1)c1ccc(F)cc1	-9
90	O=C(NNc1c2ccccc2nc2ccccc12)c1ccccc1Cl	15
91	CC(=O)Nc1ccc(Nc2nnc(-c3ccc(C)c(S(=O)(=O)NCCO)c3)c3ccccc23)cc1	-21
92	CCCCOc1ccc(N=Cc2ccc[nH]2)cc1	-10
93	Cc1cccc([C@@H]2[C@@H]3C(=O)N(Cc4ccccc4)C(=O)[C@@H]3[C@]3(Cc4ccccc4)C(=O)N(c4ccc(C(F)(F)F)cc4)C(=O)N23)c1	20
94	O=C1c2ccccc2C(=O)N1c1cc([N+](=O)[O-])ccn1	8
95	COc1ccc(-c2c(-c3cc(OC)cc(OC)c3)n(C)c3ccc(-c4ccc(OC)cc4F)cc23)cc1	17
96	O=C(O)c1cc([N+](=O)[O-])c(Nc2cccc3ccccc23)c([N+](=O)[O-])c1	14
97	O=S(=O)(O)c1cc2oc(-c3ccccc3)nc2c2ccccc12	6
98	COc1ccc(N2C(=O)CC(Cc3ccccc3OC)C2=O)cc1 (stereo not drawn)	-7
99	COc1ccc(S(=O)(=O)N2CCC(NC(=O)c3cccc(F)c3)CC2)cc1	14
100	CCOc1ccc(-c2nnc3ccc(SCC(=O)N4CCN(c5ccccc5)CC4)nn23)cc1	-18

From no. 70 to 100, copied from above:
item	molecule	Pf gametocyte
70	O=C1C=C(c2ccc(C(=O)O)cc2)C[C@@H](c2ccc(Cl)cc2)C1	-25
71	COc1ccc(N(CC(=O)Nc2cccc(C)c2)S(=O)(=O)c2ccc(C)cc2)cc1OC	7
72	O=S1(=O)CCOC[C@H](CC2CCCCC2)N1Cc1cccc(F)c1	-4
73	C/C=C1\COC(C(=O)NCc2ccccc2)(C(F)(F)F)C=C1C=C1CCCCC1 (stereo not drawn)	-24
74	CC(=O)c1cccc(NC(=O)c2ccccc2N(Cc2ccccc2)S(C)(=O)=O)c1	3
75	Cc1cc(C)c(C)c(S(=O)(=O)NCCCn2ccnc2)c1C	13
76	CCN(CC)CCCNC(=O)c1csc(Nc2cccc3ccccc23)n1	10
77	COC(=O)c1sc(NC(=O)CSc2nc3nc(C)cc(C)n3n2)c(C(=O)OC)c1C	-24
78	CN1C(=O)C(=O)/C(=C(/O)c2ccccc2)C1c1ccc(Br)cc1 (stereo not drawn)	-6
79	NS(=O)(=O)Oc1ccccc1	5
80	CN(C)c1cc(-c2cccc(C(F)(F)F)c2)oc(=O)c1Cl	2
81	CCC(C)Sc1ccc([C@H]2N[C@@](Cc3ccccc3)(C(=O)OC)[C@H]3C(=O)N(CC)C(=O)[C@@H]23)cc1 (stereo partly drawn)	-60
82	Cc1cc(Cn2nc(-c3ccccc3)cc2C(=O)NCC2CC2)on1	-23
83	COc1ccc(C(=O)Nc2ccc(Nc3ccccc3)cc2)cc1Br	-5
84	COc1ccc(SC[C@H](Cc2ccccc2)N2CC[C@@H](C(C)(C)C)CCC2=O)cc1	7
85	O=S1(=O)CCOC[C@H](Cc2ccccc2)N1Cc1cccc(C(F)(F)F)c1	-18
86	CCN1C(=O)[C@H]2[C@@H](c3ccc(-c4ccccc4)cc3)N[C@@](C)(C(=O)OC)[C@H]2C1=O	6
87	CCC(C)(C)NC(=O)c1ccc2c(c1)N(CC(=O)N1CCCC1)C(=O)C(C)(C)O2	13
88	COc1cccc(-c2csc3ncnc(Sc4nnnn4C)c23)c1	-22
89	O=C(NCCCCc1ccccc1)c1ccc(F)cc1	-9
90	O=C(NNc1c2ccccc2nc2ccccc12)c1ccccc1Cl	15
91	CC(=O)Nc1ccc(Nc2nnc(-c3ccc(C)c(S(=O)(=O)NCCO)c3)c3ccccc23)cc1	-21
92	CCCCOc1ccc(N=Cc2ccc[nH]2)cc1	-10
93	Cc1cccc([C@@H]2[C@@H]3C(=O)N(Cc4ccccc4)C(=O)[C@@H]3[C@]3(Cc4ccccc4)C(=O)N(c4ccc(C(F)(F)F)cc4)C(=O)N23)c1	20
94	O=C1c2ccccc2C(=O)N1c1cc([N+](=O)[O-])ccn1	8
95	COc1ccc(-c2c(-c3cc(OC)cc(OC)c3)n(C)c3ccc(-c4ccc(OC)cc4F)cc23)cc1	17
96	O=C(O)c1cc([N+](=O)[O-])c(Nc2cccc3ccccc23)c([N+](=O)[O-])c1	14
97	O=S(=O)(O)c1cc2oc(-c3ccccc3)nc2c2ccccc12	6
98	COc1ccc(N2C(=O)CC(Cc3ccccc3OC)C2=O)cc1 (stereo not drawn)	-7
99	COc1ccc(S(=O)(=O)N2CCC(NC(=O)c3cccc(F)c3)CC2)cc1	14
100	CCOc1ccc(-c2nnc3ccc(SCC(=O)N4CCN(c5ccccc5)CC4)nn23)cc1	-18

Next part
item	molecule	Pf gametocyte
101	O=C(Nc1cccc(O)c1)c1cccc(C(=O)Nc2cccc(O)c2)c1	1
102	CCOc1ccc(C(=O)C[n+]2cccc3cc(C)ccc32)cc1	-18
103	COCC1CCCC1OS(N)(=O)=O (stereo not drawn)	5
104	O=C(NC1CCN(S(=O)(=O)c2ccccc2)CC1)c1cccc(F)c1	-2
105	CC(=O)Nc1ccc(S(=O)(=O)NC2CC3CCC2C3)cc1 (stereo not drawn)	0
106	CC(NC(=O)C(c1ccccc1)c1ccccc1)c1ccccc1 (stereo not drawn)	2
107	C=CCN(c1ccc(C(=O)NCCCn2ccnc2)cc1)S(C)(=O)=O	9
108	c1ccc(OCCCCN2CCCCC2)cc1	-2

From PubChem BioAssay
